FLuc stim CS = FLuc activators, initial screening, artefact control for FLuc-dependent activation tests, biochemical, ATPlite luminescence. activation factor at 10 µM. ATPlite luciferase biochemical, 10 min; 0 = ATP-free wells, 1 = DMSO control. Luciferin 4-monooxygenase (Photinus pyralis), P08659. 200,000 tested, under 10 active. AID 1027, 2008;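 active = luciferase activation factor, scaled between plate controls, of at least 2 with compound at 10 µM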
Target sequence (P08659 whole entry, looked up): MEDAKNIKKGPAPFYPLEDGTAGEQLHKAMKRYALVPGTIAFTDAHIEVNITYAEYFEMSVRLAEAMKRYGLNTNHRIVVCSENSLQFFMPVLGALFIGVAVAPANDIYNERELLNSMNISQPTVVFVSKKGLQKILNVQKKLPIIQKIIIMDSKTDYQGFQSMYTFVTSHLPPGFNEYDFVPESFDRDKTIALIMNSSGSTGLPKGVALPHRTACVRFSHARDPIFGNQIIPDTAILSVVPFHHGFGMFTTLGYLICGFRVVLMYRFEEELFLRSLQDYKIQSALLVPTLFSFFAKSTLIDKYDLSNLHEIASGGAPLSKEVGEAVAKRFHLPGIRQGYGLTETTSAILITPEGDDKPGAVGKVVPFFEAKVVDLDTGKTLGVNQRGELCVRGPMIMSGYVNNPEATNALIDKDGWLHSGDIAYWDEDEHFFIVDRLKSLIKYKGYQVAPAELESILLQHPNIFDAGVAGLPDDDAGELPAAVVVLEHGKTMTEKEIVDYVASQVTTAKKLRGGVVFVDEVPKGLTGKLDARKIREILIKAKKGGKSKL
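assay system = Luciferase/luciferin detection reagent, cell-free biochemical luciferase assay | also added = ATP substrate | times = 10 min post-reagent at room temperature | measured by = luminescence from luciferase reaction | measure = luciferase activation, seen as luminescence increase over controls | benchmarks = low control with PBS replacing ATP, high control enzyme plus ATP without compound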
G6PDH CS = L. mesenteroides G6PDH inhibitors, counter-screen for G6PDH-coupled screening assays, biochemical, Leuconostoc mesenteroides enzyme. glucose-6-phosphate dehydrogenase [Leuconostoc mesenteroides]. Purified L. mesenteroides G6PDH, diaphorase/resazurin coupled fluorescence, 45 min. inhibition, % at 5 µM. 0.12% of 200,000 active. AID 1020, 2008; in the data active = inhibition above about 50%
APP 5'UTR act = activators of APP 5'UTR luciferase reporter, primary screen, SH-SY5Y cells; 1% of 190,000 active; activation, % at 2 µM; SH-SY5Y APP 5'UTR luciferase reporter, luminescence; zero percent = DMSO vehicle wells; AID 1276, 2008;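 active = activation above a set limit, based on mean plus 3 SD of controls, cut at about 140% in these data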; note: values of inactives mirror those of a sister screen read the other way
Diaphorase inh = diaphorase inhibitors and chemical oxidizers, primary screen, counter-screen for diaphorase-coupled primary assays, biochemical, uHTS, resorufin fluorescence; 0.69% of 190,000 active; inhibition, % at 20 µM; AID 1217, 2008; diaphorase resazurin-to-resorufin fluorescence, NADH, 16 min; bacterial (C. kluyveri) enzyme, not human;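 active = primary screen inhibition at 20 µM above a set limit, cut at about 50% in these data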;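 note: plate controls were DMSO with full reaction for no effect and wells lacking NADH for full effect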
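Test system: bacterial diaphorase enzyme (C. kluyveri); Quantity: 0.14 U/mL diaphorase, enzyme working solution; Times: reaction incubation of 16 min at room temperature; Measured by: fluorescence of resorufin formed from resazurin, Ex 544/Em 590 nm; Benchmarks: positive control minus NADH, DMSO neutral control.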
TLR4 MyD88 comp = inhibitors of TLR4-MyD88 association in cells, primary screen, cell-based, HeLa CL3-4, BLA complementation, FRET ratio. inhibition, % at 8.4 µM. Toll-like receptor 4 (Homo sapiens) + Myeloid differentiation primary response protein …. HeLa CL3-4 TLR4/MyD88 BLA complementation. 0.18% of 200,000 active; in the data active = inhibition above about 25%;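 note: 0% = vehicle and 100% = reference inhibitor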
APP transl inh = inhibitors of APP translation via 5'UTR reporter, primary screen, APP 5'UTR luciferase, SH-SY5Y cells; inhibition, % at 2 µM; AID 1285, 2008; SH-SY5Y APP 5'UTR-luciferase reporter, luminescence; 0.82% of 190,000 active;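 active = inhibition above a set limit, derived from the sample mean plus 3 SD, cut at about 45% in these data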; note: values of inactives mirror those of a sister screen read the other way
NF-kB neuron act = activators of NF-kB expression in neurons, primary screen, cell-based, HTS; 1.6% of 190,000 active; fold change at 12.5 µM; human neuronal cells, NF-kB reporter expression; hits give high values; AID 1239, 2008; in the data active = fold change above about 3.3
STAT1 activator = STAT1 signaling activators, primary screen, cell-based, HTS, luciferase reporter | AID 932, 2007 | activation (% of control), % at 5.5 µM | NIH 3T3 STAT1-luciferase reporter, IFN-gamma, luminescence; 100% = IFN-gamma alone, no compound | 2.6% of 200,000 active;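 active = activation above the screen-wide mean activation plus 3 SD, cut at about 130% in these data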;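 note: raw ratio to IFN-gamma control signal so 100% means no change and 0% no light; values of inactives mirror those of a sister screen read the other way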
FLuc inhib CS = firefly luciferase enzyme inhibitors, primary screen, artefact control for luciferase-based inhibitor screens, biochemical, luminescence, ATPLite. Luciferin 4-monooxygenase (Photinus pyralis), P08659. inhibition, % at 10 µM. 10 min. 1.5% of 200,000 active;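 active = inhibition above about 50% when tested at 10 µM, limit read from the data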
Diaph act CS = compounds boosting diaphorase resazurin reduction – biochemical, uHTS, resorufin fluorescence, counter-screen for diaphorase-coupled primary assays, primary screen | Diaphorase/resazurin coupled assay, 16 min; hits give high values; 1 = vehicle wells, 0 = NADH-free wells | 0.005% of 190,000 active | AID 1229, 2008 | activation factor at 20 µM;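 active = diaphorase activity raised at least twofold by the compound at 20 µM; inactive = activation factor below 2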
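Material: Clostridium kluyveri diaphorase, purified enzyme; Quantity: enzyme 0.07 U/mL final; Medium: HEPES pH 7.4 buffer with MgCl2 and Tween 20; Dosing: single compound dose of 20 µM, 1% DMSO final; Schedule: 16 min reaction at room temperature; Measured by: red resorufin fluorescence at 544/590 nm excitation/emission.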
Starred values were filed as active, the others as inactive; . = not tested or not shown. Compounds were not picked by outcome. About 5.6% of those tested had a hit in this group.

SMILES	FLuc stim CS	G6PDH CS	APP 5'UTR act	Diaphorase inh	TLR4 MyD88 comp	APP transl inh	NF-kB neuron act	STAT1 activator	FLuc inhib CS	Diaph act CS
CCCn1nc(NC(=O)c2ccco2)c2cc3ccc(C)cc3nc21	1	7	.	7	.	.	.	.	-1	0.9
CCc1ccccc1OCC(=O)OCC(=O)c1c(N)n(C)c(=O)n(C)c1=O	1	1	-9	4	1	9	1.3	92	-4	1
Cc1ccc([N+](=O)[O-])cc1N=Cc1ccc(Br)s1	1.1	2	0	17	-4	0	0.97	98	-6	0.8
Cc1ccc(NC(=O)C(=O)NCCc2c[nH]c3ccccc23)cc1C	1	6	-9	4	7	9	1.2	85	1	1
COc1ccc(COCC(CC(C)C)N2CCN(C(=O)c3cccc(C(F)(F)F)c3)CCC2=O)cc1 (centres undefined)	1	16	-19	-10	-7	19	0.86	97	-1	1.1
C(=C\c1nc2ccccc2[nH]1)/c1ccccc1	0.1	8	192*	6	6	-192	3.1	61	94*	0.9
CCOC(=O)c1c(NC(=O)c2ccccc2N(C)S(=O)(=O)c2ccccc2)sc2c1CCCC2	1	-23	2	13	-3	-2	0.94	89	-4	0.9
Cc1ccc(-c2c[n+](CC(=O)Nc3cc(=O)n(C)c(=O)n3C)c3n2CCC3)cc1	1	-19	0	2	-18	0	0.85	95	-4	1
Cc1noc(C)c1CSc1nnc2c(C)cc3ccccc3n12	.	.	-8	.	-18	8	.	101	.	.
CCc1ccc(OCCNC(=O)c2cc(SC)ccc2Cl)cc1	1.1	-22	20	21	11	-20	1.6	98	-9	0.8
CC(=O)c1cccc(NC(=O)c2ccc(N(C)S(C)(=O)=O)cc2)c1	1	-4	-4	16	-1	4	1.1	102	4	0.8
OCCN(Cc1ccccc1)Cc1ccc(F)c(F)c1	1	1	11	14	4	-11	1.1	96	-4	0.9
Cc1ccc(SCCC(=O)Nc2nccs2)cc1	1	-2	14	9	-3	-14	1.1	107	1	0.9
COC(=O)c1ccccc1NC(=O)c1ccccc1SC	1	1	3	12	-8	-3	1	104	-3	0.9
COc1cc(C(=O)Nc2nnc(C(F)(F)F)s2)c([N+](=O)[O-])cc1OC	0.9	25	3	-1	14	-3	0.97	98	12	1
O=C1c2ccccc2-c2cccc(C(=O)N3CCN(C(=O)c4ccccc4)CC3)c21	1	2	10	-2	3	-10	1.1	98	-2	1
O=C(CCc1ccccc1)NNC(=O)C1CCCCC1	1.1	6	-11	8	-19	10	1.1	102	-10	0.9
Cc1cc2c(n1-c1ccc(Cl)cc1)CC(C)(C)CC2=O	1	2	-11	12	-5	11	1.1	111	-5	0.9
CCOC(=O)c1ccc(CNCc2ccc(C)cc2)cc1	1	20	10	4	12	-10	1.3	92	-4	1
O=C(N/N=C\c1ccc(Cl)s1)c1ccc(Cn2cccn2)o1	1	11	-13	17	1	13	1.1	103	2	0.8

By substructure, the compounds so far with an NH in an aromatic ring
SMILES	FLuc stim CS	G6PDH CS	APP 5'UTR act	Diaphorase inh	TLR4 MyD88 comp	APP transl inh	NF-kB neuron act	STAT1 activator	FLuc inhib CS	Diaph act CS
Cc1ccc(NC(=O)C(=O)NCCc2c[nH]c3ccccc23)cc1C	1	6	-9	4	7	9	1.2	85	1	1
C(=C\c1nc2ccccc2[nH]1)/c1ccccc1	0.1	8	192*	6	6	-192	3.1	61	94*	0.9

(further entries)
SMILES	FLuc stim CS	G6PDH CS	APP 5'UTR act	Diaphorase inh	TLR4 MyD88 comp	APP transl inh	NF-kB neuron act	STAT1 activator	FLuc inhib CS	Diaph act CS
CCc1nnc(NC(=O)CN2CCOCC2)s1	1	-7	-12	14	-4	12	1.1	98	-4	0.9
COc1cc(C(C)=O)ccc1COc1ccc(C(=O)OCC(=O)NC(C)(C)C)cc1OC	1	-10	8	9	-4	-8	0.66	102	-4	0.9
C(=N/Nc1nccs1)/c1cccnc1	1	2	-2	13	14	2	1.8	113	1	0.9
COc1ccc(Cc2nc3ccccc3n2C)cc1	1	3	2	17	-7	-2	1.5	101	-4	0.8
Cc1ccc(C(=O)NC2CCCc3ccccc32)o1 (centres undefined)	1	-9	28	13	-26	-28	1.2	99	-4	0.9
Cc1cccc(C(=O)/C=C2/c3ccccc3CC(C)(C)N2C)c1	1	-10	9	15	-13	-10	0.75	93	-2	0.8
Cc1nnc2n1NC(c1ccc(Cl)cc1)C(C(=O)N1CCC(C)CC1)S2 (centres undefined)	1	0	4	8	-9	-4	1	105	-2	0.9
COc1ccc(N(C(=O)c2ccccc2OC)C2C=CS(=O)(=O)C2)c(OC)c1 (centres undefined)	1.1	20	-6	7	4	6	1.3	97	-8	0.9
COc1ccccc1CNC(=O)Cc1ccc(Br)cc1	1	19	5	2	4	-4	1.1	96	-2	1
COc1ccccc1-c1nc(SCC(=O)N(C)c2ccccc2)c2c(=O)n(C)c(=O)n(C)c2n1	1.1	-5	0	6	-7	0	0.82	97	-7	0.9
CCn1c(-c2ccncc2)n[nH]c1=S	1	4	12	9	-14	-12	1.2	92	0	0.9
CCOc1ccc(CCNC(=O)CN(C)S(=O)(=O)c2ccc3c(c2)CCC(=O)N3)cc1OCC	1.1	-1	-13	13	17	13	0.68	108	-6	0.9
C=CCn1c(=NC(=O)c2ccco2)sc2cc(C(=O)OC)ccc21	0.9	-25	33	15	-1	-33	1.5	100	9	0.9
NCCCCCNC(=O)/C=N\O	1.1	6	-5	12	1	5	1	98	-8	0.9
CCNc1nc(NCC)nc(SCCOc2ccc(C)cc2)n1	1.1	5	-3	22	2	3	1.1	98	-9	0.8
Oc1ccc(Nc2nc(N3CCCC3)c3ccccc3n2)cc1	1.1	3	-8	-6	2	8	0.47	115	-7	1.1
CN(C)c1cc(N/N=C\c2ccccc2)nc(N(C)C)n1	1	54*	18	52*	-7	-18	1.4	90	-4	0.5
O=C(NC(=S)N1CCN(c2ccc(Cl)cc2[N+](=O)[O-])CC1)c1ccco1	1	17	-5	41	9	5	1.1	101	-1	0.6
COC(=O)COc1ccc(S(=O)(=O)Nc2ccc3c(c2)OCCO3)cc1Cl	1	-3	6	13	-4	-6	0.9	98	-2	0.9
COc1ccc(CC(=O)O/N=C(\N)Cc2cccc3ccccc23)cc1OC	1	-18	4	21	4	-4	1.2	89	-5	0.8
O=C(O)c1cn(CCOc2ccccc2Cl)c2ccccc12	1	9	68	5	-9	-68	1.2	99	-3	1
O=C(Cc1ccc2c(c1)OCCO2)N1CCN(S(=O)(=O)c2cccc(C(F)(F)F)c2)CC1	1	7	12	18	10	-12	0.8	116	-3	0.8
COc1ccccc1CN(Cc1ccco1)S(=O)(=O)c1ccc(-n2cnnn2)c(OC)c1	1.1	-6	-4	22	-5	4	0.65	103	-9	0.8
CC(=O)N1N=C(c2ccc(C(C)(C)C)cc2)OC1(C)C	1	-10	-7	7	-3	7	1.2	110	0	0.9
Clc1ccc(-c2nnc(C3CCCCC3)o2)cc1	0.9	24	-23	2	10	23	2	114	8	1
CCOc1ccc2[nH]c(=O)c(CN(Cc3ccco3)C(=O)c3cccc(F)c3)cc2c1	1	13	-18	26	1	18	1.1	93	3	0.7
COc1ccccc1NC(=S)NC(=O)CC(C)C	0.9	3	10	1	-9	-10	1.2	104	12	1
CCS(=O)(=O)N1CCCC(C(=O)NCCCOC)C1 (centres undefined)	1	11	0	-3	4	0	1.1	99	0	1
COc1ccccc1CCc1nnc(CCC(=O)NCC(C)Oc2cccnc2)o1 (centres undefined)	1.1	10	-8	7	0	8	1.2	100	-5	0.9
O=C(CCCc1nc(-c2ccccc2)no1)Nc1cccnc1	1	1	18	8	1	-18	1.2	108	-2	0.9
COc1ccc(S(=O)(=O)NCCC(=O)NC(C)c2ccccc2)cc1 (centres undefined)	1.1	2	-21	16	6	21	1.1	104	-9	0.8
COc1ccc(CCNC(=O)CN(c2ccc(OC)cc2)S(C)(=O)=O)cc1	1.1	13	9	10	-1	-9	1.2	92	-13	0.9
O=C(C1CCC1)N1CCc2cc(S(=O)(=O)NCc3cccnc3)ccc21	1.1	2	11	8	-13	-11	0.74	90	-6	0.9
CCOc1ccc(CNCCc2ccc(S(N)(=O)=O)cc2)cc1	1	17	4	8	-2	-4	0.83	96	-4	0.9
C=CCOC(=O)C1=C(C)NC(SC)=C(C#N)C1c1cccs1 (centres undefined)	1.1	1	-3	11	-4	3	1.1	97	-5	0.9
S=C(NCCCc1ccccc1)Nc1ccccc1Cl	1	-16	9	23	-20	-9	1.3	102	-5	0.8
O=C(O)C1CCCN1C(=O)c1cccs1 (centres undefined)	1.1	2	-13	11	-18	13	1	92	-7	0.9
COc1ccc2c(c1)CCc1c(C(=O)NCCc3ccc(OC)c(OC)c3)noc1-2	1.1	-72	8	11	16	-8	1.2	95	-6	0.9
O=C(COC(=O)c1ccc(Br)cc1)NCc1ccc(F)cc1	1	3	7	-2	-4	-7	1.1	100	-2	1
CCC(C)n1c(SCC(=O)NCCc2ccc(S(N)(=O)=O)cc2)nc2ccsc2c1=O (centres undefined)	1	3	0	19	-9	0	1.3	103	-2	0.8
CCNC(=O)NCCNC(=O)c1cc(OCC(F)(F)F)ccc1OCC(F)(F)F	1	5	20	-2	-9	-20	1	103	-1	1
COc1ccc(C(CC(=O)NCc2ccco2)c2ccc(F)cc2)cc1 (centres undefined)	1.1	9	15	9	9	-15	0.93	90	-10	0.9
O=C(CNC(=O)C1COc2ccccc2O1)N/N=C\c1cccc(O)c1 (centres undefined)	1	-5	6	4	-8	-6	0.95	104	-4	1
CCSc1nnc(NC(=O)C2CCN(S(=O)(=O)c3ccccc3C(F)(F)F)CC2)s1	1.1	-22	0	14	10	0	0.93	97	-5	0.9
CCN(CCCNC(=O)C1CCN(S(=O)(=O)N2CCOCC2)CC1)c1cccc(C)c1	1.1	8	-11	10	2	11	1.5	99	-9	0.9

Single records (already shown). Order of screens: FLuc stim CS | G6PDH CS | APP 5'UTR act | Diaphorase inh | TLR4 MyD88 comp | APP transl inh | NF-kB neuron act | STAT1 activator | FLuc inhib CS | Diaph act CS
Shown for CCSc1nnc(NC(=O)C2CCN(S(=O)(=O)c3ccccc3C(F)(F)F)CC2)s1 = 1.1 | -22 | 0 | 14 | 10 | 0 | 0.93 | 97 | -5 | 0.9
Shown for CCNC(=O)NCCNC(=O)c1cc(OCC(F)(F)F)ccc1OCC(F)(F)F = 1 | 5 | 20 | -2 | -9 | -20 | 1 | 103 | -1 | 1
